Bioassay records as filed in PubChem.
TNAP inh hiacc: human TNAP enzyme inhibitors, primary screen, biochemical, luminescent, high phosphate acceptor level, uHTS; Alkaline phosphatase, tissue-nonspecific isozyme (Homo sapiens), P05186; inhibition, % at 20 µM; purified TNAP, CDP-star luminescence, 1 M DEA; 200,000 tested, 0.03% active;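 active means over 50% inhibition of tissue-nonspecific alkaline phosphatase at 20 µM in the single-dose screen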;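 further: plate controls were DMSO wells for no effect and EDTA-quenched wells as full inhibition for full effect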
Target sequence (P05186 whole entry, looked up): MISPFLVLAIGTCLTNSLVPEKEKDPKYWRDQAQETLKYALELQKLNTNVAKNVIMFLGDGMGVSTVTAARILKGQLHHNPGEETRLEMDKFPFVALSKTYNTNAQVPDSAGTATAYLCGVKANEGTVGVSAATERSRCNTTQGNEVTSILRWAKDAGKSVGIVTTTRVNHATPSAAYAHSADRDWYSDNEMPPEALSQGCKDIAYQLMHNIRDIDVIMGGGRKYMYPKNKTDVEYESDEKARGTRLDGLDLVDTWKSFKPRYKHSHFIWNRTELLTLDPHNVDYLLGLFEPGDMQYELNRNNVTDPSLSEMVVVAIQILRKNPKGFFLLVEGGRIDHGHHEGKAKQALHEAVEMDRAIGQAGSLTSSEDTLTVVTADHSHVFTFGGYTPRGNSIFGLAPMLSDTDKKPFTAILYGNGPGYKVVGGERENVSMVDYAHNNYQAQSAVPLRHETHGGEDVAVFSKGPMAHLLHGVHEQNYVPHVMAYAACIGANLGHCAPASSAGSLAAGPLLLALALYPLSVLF
TNAP inh no acc: human TNAP enzyme inhibitors, primary screen, biochemical, luminescent, no phosphate acceptor, uHTS; inhibition, % at 20 µM; purified TNAP, CDP-star luminescence, 30 min; Alkaline phosphatase, tissue-nonspecific isozyme (Homo sapiens), P05186; 200,000 tested, 0.26% active; AID 1012, 2008;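 active means tissue-nonspecific alkaline phosphatase inhibition above about 50% at 20 µM in the single-dose screen, limit read from the data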;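 further: 0% = DMSO negative control and 100% = EDTA positive control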
bIAP inhibitor: bovine intestinal alkaline phosphatase inhibitors, primary screen, selectivity assay for TNAP inhibitor project, biochemical, bovine IAP, CDP-star luminescence. purified bovine IAP, 30 min. 190,000 tested, under 10 active. inhibition, % at 20 µM. alkaline phosphatase, intestinal [Bos taurus]. AID 1019, 2008;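 active means over 50% inhibition of intestinal alkaline phosphatase at 20 µM in the single-dose screen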
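test system = bovine IAP enzyme | medium = DEA buffer 100 mM, pH 9.8, with MgCl2 1.0 mM, ZnCl2 0.02 mM | detection = luminescence | dosing = single compound dose of 20 µM, 2% DMSO final | incubation = 30 min reaction at room temperature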
L major viab: Leishmania major promastigote growth inhibition, primary screen; Leishmania major promastigotes, resazurin fluorescence viability; inhibition, % at 10 µM; 200,000 tested, 9% active; in the data active means inhibition above about 50%;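 further: promastigotes grown with compound for 44 hours at 28 °C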
bIAP act: bovine intestinal alkaline phosphatase activators, primary screen, biochemical, bovine IAP, CDP-star luminescence | alkaline phosphatase, intestinal [Bos taurus] | purified bovine IAP, 30 min; stronger effect = higher value; fold of DMSO-control signal, blank-subtracted | activation factor at 20 µM | AID 1016, 2008 | 200,000 tested, 0.17% active;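 active means activation factor of 2 or more at 20 µM, a signal rise over negative controls twice the positive control's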
APP 5UTR inh: inhibitors of APP translation via 5'UTR reporter, primary screen, APP 5'UTR luciferase, SH-SY5Y cells; 190,000 tested, 0.82% active; inhibition, % at 2 µM; SH-SY5Y APP 5'UTR-luciferase reporter, luminescence; AID 1285, 2008;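 active means inhibition above a set limit, derived from the sample mean plus 3 SD, cut at about 45% in these data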; further: values of inactives mirror those of a sister screen read the other way
TNAP act hiacc: TNAP activators at high phosphate acceptor level, primary screen, biochemical, luminescence, uHTS; Alkaline phosphatase, tissue-nonspecific isozyme (Homo sapiens), P05186; 200,000 tested, under 10 active; AID 1136, 2008; activation factor at 20 µM; purified TNAP, CDP-star luminescence, 1 M DEA, 30 min; stronger effect = higher value; 0 = EDTA background, 1 = DMSO-only activity;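 active means activation factor at least 2 at 20 µM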
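Test system – human TNAP · Doses – 20 µM single point · Incubation – 30 min, room temperature · Signal – luminescent substrate turnover signal · Read-out basis – activation factor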
RAM inhibit: inhibitors of the yeast RAM network, primary screen, dse1pr::URA3 reporter, 5-FOA selection; inhibition, % at 50 µM; 190,000 tested, 1.8% active; S. cerevisiae dse1pr::URA3 reporter, 5-FOA growth OD615, 2 d; analog-sensitive cbk1-as2 kinase mutant strain; AID 868, 2007;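 active means inhibition above a set limit, 3 SD over mean compound inhibition, cut at about 8.4% in these data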;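 further: 0% = DMSO-only wells with no growth and 100% = 10 µM 1-NA-PP1 full growth; inhibition rescues growth on 5-FOA so higher OD means more RAM inhibition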
FLuc act counter: FLuc activators, initial screening, artefact control for FLuc-dependent activation tests, biochemical, ATPlite luminescence. Luciferin 4-monooxygenase (Photinus pyralis), P08659. ATPlite luciferase biochemical, 10 min; 0 = ATP-free wells, 1 = DMSO control. activation factor at 10 µM. 200,000 tested, under 10 active;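 active means luciferase activation factor, scaled between plate controls, of at least 2 with compound at 10 µM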
Target sequence (P08659 whole entry, looked up): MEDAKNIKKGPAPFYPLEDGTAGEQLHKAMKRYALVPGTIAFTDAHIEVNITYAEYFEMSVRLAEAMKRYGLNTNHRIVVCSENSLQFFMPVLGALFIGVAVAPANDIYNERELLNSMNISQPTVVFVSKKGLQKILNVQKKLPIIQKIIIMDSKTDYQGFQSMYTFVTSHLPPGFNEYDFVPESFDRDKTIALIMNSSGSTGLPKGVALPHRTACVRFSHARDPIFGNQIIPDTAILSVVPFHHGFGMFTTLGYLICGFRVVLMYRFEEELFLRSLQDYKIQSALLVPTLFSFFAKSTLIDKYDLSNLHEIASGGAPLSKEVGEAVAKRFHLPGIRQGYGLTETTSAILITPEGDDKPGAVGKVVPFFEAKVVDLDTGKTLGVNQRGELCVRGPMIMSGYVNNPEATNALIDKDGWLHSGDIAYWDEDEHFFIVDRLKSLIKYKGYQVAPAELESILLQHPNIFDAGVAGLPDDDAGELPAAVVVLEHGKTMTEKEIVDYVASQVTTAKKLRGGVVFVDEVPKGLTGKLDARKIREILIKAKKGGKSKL
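Material: Luciferase/luciferin reagent mix | Doses: Test compounds dosed from 2 mM stocks in 100% DMSO | Timing: 10 min incubation after luciferase reagent addition, room temperature | Measured by: Luminescence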
FLuc inh counter: firefly luciferase enzyme inhibitors, primary screen, artefact control for luciferase-based inhibitor screens, biochemical, luminescence, ATPLite | Luciferin 4-monooxygenase (Photinus pyralis), P08659 | 10 min | inhibition, % at 10 µM | 200,000 tested, 1.5% active | AID 1006, 2008;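 active means inhibition above about 50% when tested at 10 µM, limit read from the data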
The depositor's hits bear a star; / = no result given.

Start of the data: the first three entries (preview)
SMILES | TNAP inh hiacc | TNAP inh no acc | bIAP inhibitor | L major viab | bIAP act | APP 5UTR inh | TNAP act hiacc | RAM inhibit | FLuc act counter | FLuc inh counter
O=c1[nH]c2cc(Cl)cc(Cl)c2[nH]c1=O | -1 | -20 | 0 | -1 | 1 | -12 | 1 | 1.5 | 1 | -2
Cc1ccc(C(=O)N/N=C\c2ccc(OC(=O)c3cccs3)cc2)cn1 | -4 | -8 | 18 | -5 | 0.8 | -6 | 1 | 5.4 | 1.1 | -7
CCOC(=O)CSc1nc(N)c(C#N)c(CC(C)C)c1C#N | -6 | -14 | 9 | -7 | 0.9 | 12 | 1.1 | 0.7 | 1 | -3

This part in full, previewed entries included:
SMILES | TNAP inh hiacc | TNAP inh no acc | bIAP inhibitor | L major viab | bIAP act | APP 5UTR inh | TNAP act hiacc | RAM inhibit | FLuc act counter | FLuc inh counter
O=c1[nH]c2cc(Cl)cc(Cl)c2[nH]c1=O | -1 | -20 | 0 | -1 | 1 | -12 | 1 | 1.5 | 1 | -2
Cc1ccc(C(=O)N/N=C\c2ccc(OC(=O)c3cccs3)cc2)cn1 | -4 | -8 | 18 | -5 | 0.8 | -6 | 1 | 5.4 | 1.1 | -7
CCOC(=O)CSc1nc(N)c(C#N)c(CC(C)C)c1C#N | -6 | -14 | 9 | -7 | 0.9 | 12 | 1.1 | 0.7 | 1 | -3
CCOC(=O)c1c(NC(=O)CN2CCN(C(=O)c3ccco3)CC2)sc(C(N)=O)c1C | -7 | -14 | -10 | 1 | 1.1 | 2 | 1.1 | 2.2 | 1.1 | -6
CCO[C@H]1OC(C(=O)NCc2ccccc2)=C[C@@H](c2coc3ccccc3c2=O)[C@@H]1CCCO | 2 | -1 | -20 | 9 | 1.2 | -12 | 1 | -0.5 | 1 | 1
O=C1c2ccc([N+](=O)[O-])cc2C(=O)N1CNc1ccccn1 | -1 | -12 | 12 | -6 | 0.9 | -1 | 1 | 1.4 | 1 | 0
COc1ccc(-c2cc(-c3ccc(OC)cc3)nc(-c3ccc4c(c3)NC(=O)CO4)c2)cc1 | 3 | -2 | 2 | 1 | 1 | 8 | 1 | 2.3 | 1 | -3
N#Cc1cc(-c2ccccc2)c[nH]c1=O | -3 | 12 | 10 | -3 | 0.9 | -9 | 1 | 2.3 | 1 | -3
Cc1cc(C)nc(NS(=O)(=O)c2ccc(NC(=O)c3ccc4c(c3)OCO4)cc2)n1 | 0 | -7 | 6 | -12 | 0.9 | -2 | 1 | 0.4 | 0.9 | 6
CCCN(CCC)C(=O)C1CC(=O)OC12CCCCC2 (stereo not given) | -5 | -8 | -3 | -1 | 1 | -18 | 1 | 1.2 | 1.1 | -5
CCCC(=O)OC1CC(C)N(C(=O)c2ccccc2)c2ccc(C)cc21 (stereo not given) | -3 | -7 | -15 | 10 | 1.1 | 5 | 1 | 0.7 | 1 | -2
CCOC(=O)Cn1c(=O)oc2cc(S(=O)(=O)Nc3ccc(N(CC)CC)cc3C)ccc21 | -1 | -10 | 3 | 4 | 1 | -6 | 1 | 0.1 | 1 | -3
COc1ccc(Cl)cc1C(=O)Nc1nc2ccc(S(C)(=O)=O)cc2s1 | -4 | -3 | 10 | 3 | 0.9 | 10 | 1 | 3.9 | 1 | -4
CCC1Sc2ccccc2N(CC(=O)NC2CCCC2)C1=O (stereo not given) | 0 | -9 | 14 | 6 | 0.9 | 2 | 1 | 1.0 | 1.1 | -6
CC(C)OC(=O)c1ccc(N2C(=O)C3CC=CCC3C2=O)cc1 (stereo not given) | 0 | -8 | 4 | -3 | 1 | 6 | 1 | -0.9 | 1 | -1
CCOc1ccc(NC(=O)CCN2CCN(c3ccccc3OC)CC2)cc1 | -2 | -15 | -2 | -4 | 1 | 12 | 1 | 0.7 | 1 | -3
CC(=O)c1ccc(N2Cc3ccccc3/C2=N\C(=O)Nc2ccccc2)cc1 | 0 | -5 | -13 | -3 | 1.1 | -54 | 1 | 3.4 | 1.1 | -5
CCOc1cc(NC(=O)C2CCCCC2)c(OCC)cc1NC(=O)c1ccccn1 | -3 | 0 | -3 | 3 | 1 | -5 | 1 | 1.8 | 1 | -1
O=Cc1s/c(=N\S(=O)(=O)c2ccccc2)n(CCCCl)c1Cl | 7 | -6 | -6 | 10 | 1.1 | 95* | 0.9 | 4.2 | 1.1 | -6
Cc1ccc(CNC(=O)Nc2cccc(C)c2)cc1 | -5 | -27 | -3 | 5 | 1 | -51 | 1.1 | 2.3 | 0.8 | 23
CCOC(=O)C1CCN(C(=O)CN(c2cccc(C(F)(F)F)c2)S(C)(=O)=O)CC1 | -6 | -15 | 1 | -2 | 1 | -7 | 1.1 | 1.8 | 1 | -5
CS(=O)(=O)c1ccc(C(=O)Nc2ccc(N3CCCCC3)cc2)c(Cl)c1 | -2 | -12 | -11 | 5 | 1.1 | 4 | 1 | 1.2 | 1 | -1
O=C(Nc1ccccc1Cl)c1ccccc1S(=O)(=O)c1ccccc1[N+](=O)[O-] | 1 | -15 | 26 | -2 | 0.7 | 4 | 1 | 2.4 | 1 | -2
NC(=O)C1(N2CCCCC2)CCN(Cc2ccc(F)cc2)CC1 | -4 | -10 | 5 | -1 | 0.9 | 13 | 1 | 0.7 | 1 | -1
COc1ccc(N2C(=O)N(Cc3ccc(C)cc3)c3ccccc3S2(=O)=O)cc1 | -6 | -20 | -3 | 5 | 1 | 10 | 1.1 | 4.8 | 1.1 | -6

Other results follow:
SMILES | TNAP inh hiacc | TNAP inh no acc | bIAP inhibitor | L major viab | bIAP act | APP 5UTR inh | TNAP act hiacc | RAM inhibit | FLuc act counter | FLuc inh counter
FC(F)Oc1cccc2cccnc12 | -3 | -5 | -1 | -6 | 1 | 7 | 1 | 0.8 | 1.1 | -10
Cc1c(Cl)cccc1NC(=S)N1CCN(c2ccccn2)CC1 | -6 | -14 | 1 | -5 | 1 | 2 | 1.1 | 3.6 | 1 | -4
CC(C)NC(=O)C(Sc1ccccc1)c1ccccc1 (stereo not given) | -7 | -13 | 10 | 6 | 0.9 | -3 | 1.1 | -0.3 | 1.1 | -9
CCOC(=O)c1sc2nc(-c3cccnc3)ccc2c1N | -4 | -11 | 4 | 10 | 1 | -156 | 1 | 1.5 | 0.2 | 77*
COC(=O)c1[nH]c(C)c(/C(O)=C2\C(=O)C(=O)N(CCN(C)C)C2c2cc(OC)ccc2OC)c1C (stereo not given) | -5 | -15 | 3 | -7 | 1 | 8 | 1 | 0.8 | 1.1 | -5
O=C(CCCCn1c(=O)[nH]c2ccccc2c1=O)NCc1ccc2c(c1)OCO2 | -3 | -1 | 7 | 4 | 0.9 | 9 | 1 | 0.5 | 1.1 | -9
Cc1ccc(CNC(=O)CN(Cc2ccccc2)S(C)(=O)=O)cc1 | 7 | -2 | -12 | -7 | 1.1 | -13 | 0.9 | 0.1 | 1.1 | -7
Cc1cccc(-n2cnc(C(=O)N3CCN(C)CC3)c2)n1 | -3 | -7 | 23 | -6 | 0.8 | 0 | 1 | 0.7 | 1 | -4
Cc1ccc(C(=O)COc2ccccc2-c2ccccc2)cc1C | 1 | -11 | -17 | -6 | 1.2 | -12 | 1 | 4.0 | 1 | 2
O=C1CCc2cc(S(=O)(=O)N3CCC(C(=O)NC4CCCCCCC4)CC3)ccc2N1 | -7 | 3 | 1 | -7 | 1 | -15 | 1.1 | 4.4 | 1.1 | -8
Cc1ccc(-c2nn(CC(=O)NCC3CCCO3)c(=O)c3ccccc23)cc1 (stereo not given) | -2 | 1 | 3 | 9 | 1 | 29 | 1 | 1.0 | 1 | -3
CN(C)CCCNCCCCNC(=O)/C=N/O | 2 | -4 | 7 | -1 | 0.9 | -1 | 1 | -0.9 | 0.9 | 6
O=C(CC1Nc2ccccc2NC1=O)Nc1ccc2c(c1)OCO2 (stereo not given) | -3 | -8 | -10 | 4 | 1.1 | -31 | 1 | 6.0 | 0.9 | 5
O=C(COC(=O)CSc1cc(Cl)ccc1Cl)Nc1ncc(C(F)(F)F)cc1Cl | 5 | 4 | 2 | -6 | 1 | 12 | 1 | 3.9 | 1 | -2
COc1ccc(CCN2C(=O)CCC2(C)C(=O)NC2CCCC2)cc1OC (stereo not given) | 0 | -10 | -6 | 9 | 1.1 | -2 | 1 | 0.4 | 1 | -1
CN(C)C(=C(C#N)C#N)N1CCN(c2ccc(Cl)cc2)CC1 | -7 | -10 | 4 | -7 | 1 | 14 | 1.1 | -0.1 | 1.1 | -8
CCOC(NC(=O)c1ccccc1)C(NC(=O)c1ccccc1)OCC (stereo not given) | -1 | -6 | 6 | -1 | 0.9 | -5 | 1 | 0.3 | 1 | -2
CCN(CC)C(=O)c1ccc2nc(-c3ccccc3)c(-c3ccccc3)nc2c1 | -2 | -7 | -12 | -6 | 1.1 | 8 | 1 | 1.2 | 1.1 | -5
CCn1c(COc2cccc(OC)c2)nnc1SCC(=O)Nc1ccccc1C(=O)OC | -7 | 9 | 0 | 5 | 1 | 19 | 1.1 | 2.7 | 1.1 | -8
CC1(C(=O)O)CC(C)(C(=O)O)CC(C)(C(=O)O)C1 (stereo not given) | -3 | -20 | 13 | -6 | 0.9 | -9 | 1 | 0.4 | 1 | -4
CCO[C@@H]1OC(C(N)=O)=C[C@H](c2ccc(C(F)(F)F)cc2)[C@H]1CCCO | -6 | -10 | -9 | 2 | 1.1 | -2 | 1.1 | 2.5 | 1 | -1
COc1ccc(C(=O)Nc2ccc(Cl)cc2C(=O)NCc2ccco2)cc1OC | 1 | 10 | 7 | 10 | 0.9 | -9 | 1 | 2.0 | 1 | -4
O=C(c1ccco1)N1CCN(S(=O)(=O)c2cccc3nsnc23)CC1 | -3 | -10 | 18 | -10 | 0.8 | -16 | 1 | 5.2 | 1.1 | -6
Clc1ccc(-c2nnc(CCc3ccccc3)o2)c(Cl)c1 | -6 | -8 | 8 | -4 | 0.9 | -62 | 1.1 | 0.4 | 0.9 | 8
Cc1ccc(-n2nc(CN3CCOCC3)c(-c3ccccc3)c2N)c(C)c1 | -4 | -12 | / | -1 | 0.4 | 8 | 1 | -0.6 | 1 | -5
CCn1c(C)nc2cc(C(=O)OC(C(F)(F)C(F)F)C(F)(F)C(F)F)ccc21 | -4 | -9 | 5 | 100* | 0.9 | 2 | 1 | 1.0 | 1 | 2
Nc1nc(CN2CCCCCC2)nc(Nc2ccc(F)cc2)n1 | -4 | -18 | 11 | 8 | 0.9 | 5 | 1 | 2.1 | 1 | -2
Cc1nc2c(=O)n(C)c(=O)n(C)c2nc1Cl | -8 | -11 | -8 | 100* | 1.1 | 46* | 1.1 | 0.7 | 1.1 | -9
